Mdm2 ligase inh = Mdm2 E3 ligase (human) inhibition; Q00987; 210,000 tested, 0.11% active; signal enhancement, % at 5 µM; cell-based MDM2 ubiquitination luciferase reporter, 2 h; 0 = plate control, 100 = twice control, blank-subtracted;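 active means signal enhancement of 30% or more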;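 further: luminescence tracks abundance of the self-degrading MDM2-luciferase fusion protein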
Target sequence (Q00987 whole entry, looked up, the tested form may be a part): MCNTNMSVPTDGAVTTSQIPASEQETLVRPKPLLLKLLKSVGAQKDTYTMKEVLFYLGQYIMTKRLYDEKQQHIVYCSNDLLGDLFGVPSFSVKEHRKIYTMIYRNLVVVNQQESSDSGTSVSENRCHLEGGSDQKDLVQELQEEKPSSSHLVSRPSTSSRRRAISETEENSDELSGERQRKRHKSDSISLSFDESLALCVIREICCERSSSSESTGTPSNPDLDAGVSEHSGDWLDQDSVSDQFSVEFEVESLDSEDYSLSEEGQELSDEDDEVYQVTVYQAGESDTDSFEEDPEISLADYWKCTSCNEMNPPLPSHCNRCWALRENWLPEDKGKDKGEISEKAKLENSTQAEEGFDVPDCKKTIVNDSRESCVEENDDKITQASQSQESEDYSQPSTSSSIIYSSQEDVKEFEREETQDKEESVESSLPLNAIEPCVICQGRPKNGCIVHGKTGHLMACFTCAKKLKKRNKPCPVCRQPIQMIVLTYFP
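Buffer or medium: Cells held in DMEM | Assay system: Stable mammalian line carrying autodegrading MDM2–luciferase fusion reporter | Quantity: 2000 cells/well | Times: 4 h settle plus 2 h compound, 37 °C | Doses: One concentration, 5 µM, with 0.2% DMSO | Technique: Luminescence with SteadyLite reagent, 15 min at room temperature | Benchmarks: Plate controls and plate blanks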
L929 necroptosis = L929 zVAD cell death inhibition | L929 zVAD necroptosis rescue, ATP luminescence, 24 h; with zVAD 60 µM | viability rescue, % at 10 µM | 220,000 tested, 0.38% active | AID 1377;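 active means activation, scaled between plate controls, above about 75%, limit read from the data; inactive means activation under that limit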;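 further: 0% = zVAD with DMSO and 100% = DMSO alone without zVAD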
Rad51 HR inh = Rad51 (human) homologous recombination inhibition; inhibition, % at 10 µM; 200,000 tested, 0.085% active; hRad51 DNA strand exchange, fluorescence dequenching; AID 1385;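 active means inhibition above 40% at the single screening dose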;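 further: 0% = DMSO control wells and 100% = blanks with heterologous ssDNA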
Target sequence (Q06609 whole entry, looked up): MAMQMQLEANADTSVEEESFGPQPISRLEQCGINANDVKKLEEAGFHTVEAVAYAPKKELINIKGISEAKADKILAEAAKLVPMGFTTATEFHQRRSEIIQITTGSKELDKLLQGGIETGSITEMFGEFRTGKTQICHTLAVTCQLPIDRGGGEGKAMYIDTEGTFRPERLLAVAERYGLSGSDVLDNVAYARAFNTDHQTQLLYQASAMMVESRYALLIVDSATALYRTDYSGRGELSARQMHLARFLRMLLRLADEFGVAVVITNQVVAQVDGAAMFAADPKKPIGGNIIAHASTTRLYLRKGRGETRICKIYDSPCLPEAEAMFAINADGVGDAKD
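material = hRad51 filaments on single-stranded DNA | timing = filaments 15 min 37 °C, then compound 30 min | signal = FRET fluorescence dequenching, excitation 485 nm, emission 520 nm | benchmarks = control wells and blank wells on each plate | evaluation = percent inhibition relative to plate controls and blanks | compound = 10 µM final, single point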
m-calpain inh = calpain II (pig) inhibition; purified calpain II, fluorogenic peptide substrate, 30 min; inhibition, % at 16 µM; 220,000 tested, 0.37% active;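 active means inhibition above about 50%, limit read from the data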
EBV gp42 inh = inhibitors of Epstein-Barr virus glycoprotein 42; Q1HVG2; Fluorescence polarization binding assay, mP read-out; inhibition, % (tested at 21.74 µM); 220,000 tested, 0.42% active; AID 1085; in the data active means inhibition above about 50%
Target sequence (Q1HVG2 whole entry, looked up): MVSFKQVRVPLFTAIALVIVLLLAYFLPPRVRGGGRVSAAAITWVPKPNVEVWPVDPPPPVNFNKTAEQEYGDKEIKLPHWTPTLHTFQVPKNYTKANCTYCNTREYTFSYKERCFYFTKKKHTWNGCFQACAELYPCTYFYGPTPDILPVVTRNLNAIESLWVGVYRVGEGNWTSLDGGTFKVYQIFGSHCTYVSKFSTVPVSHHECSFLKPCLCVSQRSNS
eIF4E-4G inh = eIF4E/eIF4G interaction inhibition in translation initiation; 220,000 tested, 0.37% active; P63073+Q04637; AID 782; TR-FRET eIF4E-eIF4GI(517-606) binding, 2 h; inhibition, % at 21.7 µM;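 active means inhibition above about 30%, limit read from the data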;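 further: 0% = full FRET control wells and 100% = background wells lacking eIF4GI fragment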
TNF death inh = TNF-alpha cell death inhibition in Jurkat FADD-/- cells; Jurkat FADD-/- TNF necroptosis rescue, ATP luminescence, 24 h; 0 = TNF only, 100 = no-TNF cells; activation (protection from cell death), % at 10 µM; 220,000 tested, 0.068% active;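 active means activation, meaning protection from cell death, of at least 50% relative to plate controls; inactive means activation below 50%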;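 further: necroptosis triggered by 40 ng/mL TNF-alpha added together with compound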
Cl transport mod = KCC2 (human) Cl- transport modulation; B-score of Tl+ flux slope (higher = more flux/activation; lower = inhibition) at 10 µM; 190,000 tested, 2.2% active; KCC2 cells, thallium flux FluoZin-2 fluorescence;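 active means thallium flux slope and its plate-corrected score both differing from the plate sample mean at a set confidence after two filtering rounds, in either direction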;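 further: slope of fluorescence scaled to starting intensity during 10 to 20 s after thallium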
PERK inhibitor = blocks human PERK kinase. inhibition, % at 5.6 µM. AID 1416. 220,000 tested, 0.17% active. CHO PERK-DD fusion, SEAP luminescence translation reporter. Q9NZJ5;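 active means inhibition above the mean inhibition of all tested compounds plus 3 SD, set separately per screening campaign, cut at about 2.9% in these data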;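 further: PERK kinase domain activated by AP20187 dimerizer at 100 nM; 0% = DMSO with dimerizer and 100% = rapamycin at 8.4 µM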
* hit, by the source's call; . = not tested or not shown; [ ] = remark or other dose.

SMILES	Mdm2 ligase inh	L929 necroptosis	Rad51 HR inh	m-calpain inh	EBV gp42 inh	eIF4E-4G inh	TNF death inh	Cl transport mod	PERK inhibitor
C=CCc1cccc2cc(C(=O)Nc3cccc(C(=O)O)c3)c(=O)oc12	.	-0.3	7	-2	-16	-4	-0.7	-0.77	1.2
COc1cccc(C2=NN(C(=O)c3cccs3)C(O)(C(F)(F)F)C2)c1 (configuration not stated)	-55	7.8	24	1	-21	6	0.9	1.4	0.2
O=C(Nc1ccc(Oc2cccnc2)cc1)c1cccc([N+](=O)[O-])c1	-8	1.2	4	35	-1	-25	1.8	-2.4	-1.6
Cn1nnnc1SCc1ccc(CSc2nnnn2C)cc1	0	2.0	6	-22	6	-1	1.3	-0.25	-0.3
COc1ccc(-c2nc(CSCC(=O)NCc3ccc4c(c3)OCO4)c(C)o2)cc1	-17	-0.6	2	12	-16	2	-2.1	.	-0.3
Cc1nc(OCc2c(C)noc2C)c2ccccc2n1	-4	2.0	0	-12	3	-1	1.7	1	0.6
Cc1ccc(S(=O)(=O)NN=C2C3CC4CC(C3)CC2C4)cc1[N+](=O)[O-]	-9	4.3	-11	-10	3	5	1.9	1.1	0.4
CN(C)S(=O)(=O)c1ccc(C(=O)Nc2ccccc2[N+](=O)[O-])cc1	0	0.8	-4	-1	11	0[fluorescence artefact?]	2.8	0.018	0.5
Cc1ccc(C(=O)/C=C2/NC(=O)CS2)cc1	-4	-0.2	6	-17	-17	0	-2.4	0.87	2.0
COC(=O)c1ccc2nc(-c3ccc4c(c3)OCO4)cn2c1	-80	0.5	.	-10	-3	2	0.5	0.12	0.2
Cc1ccc(/C=N/n2c(-c3cccc(Cl)c3)n[nH]c2=S)o1	-7	2.4	3	-14	0	-2	0.5	45*	-0.8
N#Cc1nccnc1N1CCN(C(=O)Nc2ccccc2)CC1	-6	-0.2	.	-121	-2	-1	1.6	-0.51	0.2
O=C(Nc1ccccc1)C1CCCN1C(=O)NCc1ccccc1 (configuration not stated)	-19	-0.7	-23	-26	-5	-1	0.9	0.55	1.3
O=C(/C=C/c1ccccc1)NC(NC(=S)Nc1ccc(Cl)cc1)C(Cl)(Cl)Cl (configuration not stated)	6	0.9	1	-10	-7	-13[fluorescence artefact?]	-4.6	.	0.5
Cc1noc(/C=C/N(C)C)c1S(=O)(=O)N1CCCC(C(=O)NC2CCCCC2)C1 (configuration not stated)	-5	1.3	-2	6	-13	-2[fluorescence artefact?]	1.5	-0.012	0.2
N#CCc1nn(-c2ccc(Cl)cc2)c(N)c1C#N	-9	0.6	-10	-27	-1	0	1.0	1.5	0.8
Cc1ccc(CNC(=O)C2CCC(=O)N2C2CCCCC2)cc1 (configuration not stated)	-16	0.3	8	4	-21	0[fluorescence artefact?]	-0.2	.	0.6
Cc1nn(CC(=O)N2CCCc3ccccc32)c(C)c1[N+](=O)[O-]	-11	1.3	3	-13	-17	1	0.5	.	0.1
CC(C)(C)NC(=O)NC(=O)COC(=O)c1ccc(OC(F)F)cc1	2	4.1	-2	0	-2	1	2.7	-0.6	0.6
COc1ccc(-c2nc(CS(=O)(=O)CC(=O)Nc3ccc(Cl)cc3)c(C)o2)cc1	-6	0.5	-6	12	-5	8	4.9	0.64	0.6

Sorted by the number under m-calpain inh (largest number first): 3 of the compounds above
molecule,Mdm2 ligase inh,Rad51 HR inh,m-calpain inh,EBV gp42 inh,eIF4E-4G inh,Cl transport mod,PERK inhibitor
Cc1ccc(S(=O)(=O)NN=C2C3CC4CC(C3)CC2C4)cc1[N+](=O)[O-],-9,-11,-10,3,5,1.1,0.4
O=C(Nc1ccccc1)C1CCCN1C(=O)NCc1ccccc1 (configuration not stated),-19,-23,-26,-5,-1,0.55,1.3
N#CCc1nn(-c2ccc(Cl)cc2)c(N)c1C#N,-9,-10,-27,-1,0,1.5,0.8

The results go on:
SMILES	Mdm2 ligase inh	L929 necroptosis	Rad51 HR inh	m-calpain inh	EBV gp42 inh	eIF4E-4G inh	TNF death inh	Cl transport mod	PERK inhibitor
CCOC(=O)/C(=N\Nc1ccccc1)S(=O)(=O)c1ccccc1	-18	-0.7	-4	13	-19	5	0.0	0.18	-1.9
COc1ccc(CCNC(=O)c2cc(-c3ccccn3)nc3c(Cl)cccc23)cc1OC	-19	0.0	4	3	-11	3	-0.9	-1.2	2.8
Cc1cc(C)nc(Sc2ncnc3sc4c(c23)CCC4)n1	6	0.3	0	-88	-11	-2	-4.4	7.6*	-1.4
O=C(CCC(=O)Nc1nnc(C2CCCCC2)s1)NCc1ccccc1	-6	0.3	.	-28	-3	-3	0.1	0.47	1.5
O=C(COC(=O)CNC(=O)c1ccccc1)Nc1cccc(Br)c1	-3	-0.2	-2	-1	-20	0	0.8	0.33	-0.3
CCOC(=O)CCCCC(=O)c1[nH]c(=O)[nH]c1CSc1nc(C)cc(=O)[nH]1	-7	1.4	-6	1	-4	2[fluorescence artefact?]	0.6	0.76	1.2
Cc1ccc(Nc2cc(C(=O)NCCCN3CCOCC3)c3ccccc3n2)c(C)c1	-13	0.7	1	-13	2	0	4.7	0.93	0.4
COc1ccc(/C(O)=C2/C(=O)C(=O)N(CCCN(C)C)C2c2cccc(Cl)c2)cc1OC (configuration not stated)	-7	0.6	-6	0	-7	1	0.7	0.22	0.2
O=S(=O)(/C=C/c1ccccc1)c1ccccc1	-2	0.6	3	-3	-2	4[fluorescence artefact?]	2.0	0.53	0.3
C/C(Cn1cnc([N+](=O)[O-])n1)=N\NC(=O)c1cccnc1	-5	1.3	8	-10	-1	-2	1.4	0.43	-0.4
C=CCNCCCCOc1cccc(Br)c1	13	-0.4	2	-25	-9	-2	0.8	0.079	0.6
COc1ccccc1CC(=O)NNS(=O)(=O)c1ccc([N+](=O)[O-])cc1	1	2.9	2	-26	-7	-1	0.3	-0.21	1.3
Cc1ccsc1C1C(C#N)=C(N)OC2=C1C(=O)CC(C)(C)C2 (configuration not stated)	-14	-0.6	-2	39	-17	-4	-1.9	-1.7	0.2
CCOc1cc(NC(=S)NCCc2ccccc2)c(OCC)cc1NC(C)=O	2	1.0	4	-46	-9	6	-0.1	-0.6	1.0
COC(=O)c1cc2c(ccn2-c2ccc(F)cc2)n1Cc1ccc(OC)cc1	-1	-0.3	-3	-6	2	5	2.6	-0.011	0.7
O=C(NO)c1ccc(OC(F)F)cc1	3	-0.2	.	-37	-5	-11	-0.7	0.45	1.4
COc1ccc(C(=O)CSc2nnc3n2CCCN3C(=O)Nc2ccccc2)cc1	-2	0.1	12	-19	-8	0	1.3	-0.13	0.6
CCN(CC)C(=O)Cc1cc(C(=O)O)c2ccccc2n1	-8	-1.3	1	10	-4	0	0.1	0.86	0.1
COc1ccc(-c2cc(C(F)(F)F)n3ncc(C(=O)N(C)Cc4ccccc4)c3n2)cc1	-7	-0.3	.	-26	-6	4	-4.7	-0.79	-0.5
CC(C)C(C(=O)Nc1sc2c(c1C#N)CCCCC2)N1C(=O)c2ccccc2C1=O (configuration not stated)	-17	1.3	0	22	12	-3[fluorescence artefact?]	-1.0	0.17	-1.0
COc1ccc(C(=O)NCc2ccc3c(c2)cc(C)n3C)cc1OC	-9	2.7	8	-8	-9	0	1.8	0.044	0.7
CCCCN(CC)CCNC(=O)c1cc2c(=O)n(C)c3ccccc3c2n1C	-17	75	0	-47	-18	8	4.4	.	-1.2
C#CCOCCOCCOCCNc1nc(N2CCN(C(=O)C([C@@H](C)CC)n3cc(C(N)Cc4ccc(O)cc4)nn3)CC2)nc(N2CCN(C(=O)[C@H](CCC(=O)O)n3cc(C(N)CC(C)C)nn3)CC2)n1 (some centres not stated)	.	0.1	1	9	-11	3	-0.4	1.8	1.2
COCCn1c(N)c(C(=O)NS(=O)(=O)c2ccc(C)cc2)c(=O)[nH]c1=O	-13	-0.3	-3	17	-7	-6	-2.2	0.12	1.2
COc1cc(C2C3=C(CCCC3=O)Nc3[nH]n(-c4ccccc4)c(=O)c32)ccc1OC(C)=O (configuration not stated)	-9	-0.2	2	-3	-5	-2	0.8	0.18	1.3
CC(O)c1ccc2c(c1)OCCOCCN(C)CCOCCO2 (configuration not stated)	-10	-0.1	2	-33	-11	3	0.3	-0.034	0.9
COCCNC(=O)CSc1ccc(Cl)cc1	-10	0.4	20	16	-14	-2	0.6	1.2	0.2
Cc1cc(Cl)ccc1Oc1nccc(N(C)C)c1C#N	-47	-0.1	-7	-15	-6	-2	-3.5	.	0.1
O=C(CN(Cc1ccc(F)cc1)C(=O)CCC(=O)Nc1ccccn1)NCc1ccco1	4	-0.3	-3	12	-8	7[fluorescence artefact?]	0.4	-1.8	-1.0
COc1cc(/C=C(/C#N)c2ccc(F)cc2)ccc1OCc1ccc(C(=O)O)o1	-17	-0.1	-8	1	-18	-6[fluorescence artefact?]	0.5	.	0.9
O=C(Cc1nnc(NC(=O)Nc2ccc(F)cc2)s1)Nc1ccccc1	-6	2.8	.	-25	-13	1	1.6	0.25	0.4
CCOC(=O)/C=C/C(=O)Nc1ccc(S(=O)(=O)N2CCCCCC2)cc1	-1	-1.5	-4	-48	-11	-1	-6.8	0.097	-0.8
O=C(NC1CC1)C1=C[C@H](c2ccc(C(F)(F)F)cc2)C[C@H](OCc2ccc(CO)cc2)O1	.	0.7	4	-10	0	0	2.9	-1.2	0.6
Cc1c(Cl)cccc1-n1c(SCC(=O)N(C)Cc2ccccc2)nnc1-c1ccncc1	-9	-0.8	-3	-3	-3	1	0.7	-0.92	-1.4
O=C(Nc1ccccc1)c1ccc(Br)c(S(=O)(=O)Nc2cccnc2)c1	-13	-0.5	-9	-7	-17	-4	1.8	0.25	0.4
CCc1ccccc1N/N=C(/C)c1c(O)cc(C)oc1=O	2	0.8	2	-7	-16	7	0.1	-1.1	0.8
Cc1ncc([N+](=O)[O-])n1CCOC(=O)NC(Nc1ccc(F)cc1)C(Cl)(Cl)Cl (configuration not stated)	.	0.0	20	-6	-8	2	4.1	0.28	0.6
CCOC(=O)CNC(=O)Cn1cnc2c(nnn2-c2cccc(Cl)c2)c1=O	-1	-0.2	4	20	-9	-5	-0.6	0.15	-0.9
CC1CCCc2sc3ncn(N)c(=N)c3c21 (configuration not stated)	-16	0.3	-14	7	-9	3	0.9	-0.6	-0.2
CCOC(=O)C1=NNC2(c3ccc(Cl)cc3)C(=O)N(c3cc(C)cc(C)c3)C(=O)C12 (configuration not stated)	-9	0.9	7	-18	-4	-25[fluorescence artefact?]	1.1	-0.84	0.1
CC1(C)NC(=O)N(CCOCCOc2ccccc2-c2ccccc2)C1=O	0	0.2	-16	-15	-11	0	-0.3	-3.1	1.1
Cc1cc(C)nc(SCC(=O)Nc2ccc(S(=O)(=O)Nc3ncccn3)cc2)n1	-7	2.4	12	-18	1	-1	1.9	0.21	-0.2
CCn1c(=O)c(C(C)=O)c(O)c2ccccc21	-12	-0.3	9	-20	-3	5	-0.9	-0.32	0.7
CN(C)C(=O)CN(C)S(=O)(=O)c1ccc(Cl)cc1	-11	0.0	2	6	-17	7	-0.7	-0.16	0.8

Screens deposited in PubChem by several laboratories.
